GALK inh: inhibitors of human galactokinase; P51570; Purified GALK, Kinase-Glo residual ATP luminescence; Potency, µM (top dose mostly 57.5 µM), for inactives: at the highest dose activity change, negative = inhibition, most hits filed as inhibitors; hit rate 0.007% among 270,000; AID 1868; note: potency is the fitted concentration of half-maximal effect; % is set by controls: 0 for no effect and ±100 for the full control effect
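Human GALK (5 nM) with 35 uM ATP and 100 uM galactose in 20 mM HEPES pH 8.0, 5 mM MgCl2, 60 mM NaCl, 1 mM DTT, 0.01% BSA. After 1 h at room temperature, leftover ATP was read by Kinase-Glo Plus luminescence.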
TSG101-PTAP inh: blocks PTAP/TSG101 interaction to inhibit HIV-1 budding; Potency, µM (series often up to 115 µM), without a hit: top-dose activity change, negative = inhibition, most hits filed as inhibitors; 340,000 tested, under 10 active; Q99816; Fluorescence polarization, FITC-PTAP peptide / Tsg101 binding; AID 493005; active = well fitted inhibition curve with a large enough effect in the main read-out, with a control signal flat, not every such curve was filed as active; inconclusive = small, poorly fitted or top-dose-only effect, or effect the other way, or a change in a side signal; inactive = no such curve, though single readings can be large or run the other way; note: potency is the fitted concentration of half-maximal effect; % of control where 0% means no effect
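FP read-out: FITC-PTAP peptide, 50 nM final, binding Tsg101 binding domain, 10 uM final; 20 min, r.t.; 10 mM HEPES pH 7.5, 0.15 M NaCl, 0.01% Tween 20, 3 mM EDTA, 0.1 mM TCEP.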
B2AR arrestin: recruits beta-arrestin to the human beta2-adrenergic receptor | AID 492947 | Potency, µM (series often up to 46.1 µM), for inactives: top-dose activation, usual class: activators | beta-arrestin recruitment to beta2AR, cell-based reporter | P07550 | hit rate 0.02% among 330,000;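 note: potency is the fitted concentration of half-maximal effect; 0% = DMSO controls and full agonism = EC100 isoproterenol or metaproterenol; nearly all actives have a fitted effect of over 65% in size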
BCR signal inh: inhibitors of chronic active B-cell receptor signaling; ABC-DLBCL IkBa-CBG/CBR reporter, luminescence ratio, 4 h; Potency, µM (series often up to 46.1 µM), for inactives: at the top dose ratio change, negative = lower green/red ratio, hits mostly inhibitors; AID 493014; hit rate 0.05% among 340,000; active = well fitted inhibition curve with a large enough effect in the signal ratio, with a control signal flat, not every such curve was filed as active; inconclusive = small, poorly fitted or top-dose-only effect, or effect the other way, or a change in a side signal; the % refers to the signal ratio;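 note: potency is the fitted concentration of half-maximal effect; plate controls were basal doxycycline-induced cells for no effect and cells given 10 µM MG132 for full effect; MG132 reads +100%, hits lower the ratio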
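Concentration-response series (up to 46 uM) were applied to TMD8 dual-reporter cells for 4 h at 37C with doxycycline. Green/red ratio, after filter-overlap correction, defined %Activity; red signal alone was normalised to basal cells and zero luminescence.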
a7 integrin act: integrin-mediated muscular dystrophy alleviation activation; hit rate 0.064% among 350,000; AID 624291; Potency, µM (series often up to 38.3 µM), without a hit: top-dose activation, actives largely listed as activators; alpha7betagal myoblasts, beta-gal FDG fluorescence, 48 h;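 note: potency is the fitted concentration of half-maximal effect; 100% = response of the positive control SU9516; nearly all actives have a fitted effect of over 60% in size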
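Alpha7betagal+/- myoblasts (passage 13) were plated 16-24 hr, then exposed to compounds (1:260 dilution of DMSO stock) for 48 hours at 37C. After MPER lysis, β-galactosidase reporter activity was read as FDG fluorescence (ex 480/em 540) after 30 minutes.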
Giardia killer: Giardia lamblia killing; hit rate 0.15% among 340,000; AID 540267; activity change, % at 7.66 µM, hits read low; Giardia lamblia trophozoite viability; in the data active = activity change below about -80%; inconclusive = between about -30% and that limit;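 note: parasites exposed to compound for two days anaerobically before the ATP read; % is set by controls: 0 for no effect and ±100 for the full control effect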
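Giardia trophozoites, 100 cells per well, were exposed to compounds for 48 hrs at 37 deg C under anaerobic conditions; viability was then read as ATP content by bioluminescence after 15-30 min at room temperature.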
PKM2 act: activators of human pyruvate kinase M2. AID 1631. P14618. Potency, µM (titrated, usually from 57.5 µM), inactives show at the highest dose activation, most hits filed as activators. purified PKM2, Kinase-Glo ATP luminescence, activation; response scale: 0% is enzyme alone, no compound. hit rate 0.34% among 260,000; note: potency is the fitted concentration of half-maximal effect; % is set by controls: 0 for no effect and ±100 for the full control effect; nearly all actives have a fitted effect of over 55% in size
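ATP formation by purified human PK-M2, quantified via coupled luciferase luminescence after 1 h at room temperature with 0.1 mM ADP and 0.5 mM PEP final.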
S-ASM inh: human S-ASM enzyme inhibition | Potency, µM (highest dose often 57.5 µM), for the others: at the highest dose activity change, negative = inhibition, most hits filed as inhibitors | AID 504937 | P17405 | hit rate 0.006% among 340,000 | placental ASM, HMU-PC fluorogenic substrate, 60 min; note: potency is the fitted concentration of half-maximal effect
Target sequence (P17405 47-631 limits assumed): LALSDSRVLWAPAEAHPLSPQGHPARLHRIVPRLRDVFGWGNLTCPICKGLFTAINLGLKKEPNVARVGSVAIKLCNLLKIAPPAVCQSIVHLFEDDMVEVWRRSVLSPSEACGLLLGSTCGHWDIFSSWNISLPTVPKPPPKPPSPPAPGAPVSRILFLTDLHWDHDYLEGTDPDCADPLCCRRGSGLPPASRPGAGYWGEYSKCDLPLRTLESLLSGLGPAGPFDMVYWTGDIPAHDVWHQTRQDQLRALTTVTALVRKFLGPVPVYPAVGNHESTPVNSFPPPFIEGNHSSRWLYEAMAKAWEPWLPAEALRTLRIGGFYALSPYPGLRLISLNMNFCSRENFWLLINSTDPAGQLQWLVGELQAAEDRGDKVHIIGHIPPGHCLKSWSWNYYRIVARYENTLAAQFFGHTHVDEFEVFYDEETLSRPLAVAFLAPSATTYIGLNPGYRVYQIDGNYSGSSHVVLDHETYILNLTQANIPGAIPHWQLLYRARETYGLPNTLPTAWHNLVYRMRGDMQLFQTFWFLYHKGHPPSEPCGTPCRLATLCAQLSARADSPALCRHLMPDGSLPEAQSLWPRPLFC
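Human placenta-derived ASM enzyme was preincubated with compound for 10 minutes at room temperature, then given fluorogenic substrate HMU-PC0 (9 uM final) for 60 minutes at 37 °C; a pH 10 stop preceded fluorescence reading at Ex 386/Em 447 nm.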
FBPA coupling cs: inhibits coupling enzyme system, counter-screen for aldolase hits; coupling enzyme system counterscreen, AmpLite Red fluorescence; activity change, negative = inhibition, % at 58.2 µM, hits read low; hit rate 0.67% among 290,000; AID 2472; in the data active = activity change below about -30%; note: % is set by controls: 0 for no effect and ±100 for the full control effect
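Activity here indicates interference with the coupling reaction, not aldolase inhibition. Compounds at 57.5 uM final met coupling enzymes for 10 min at RT; substrate and AmpLite Red detection followed, with a 525/598 nm fluorescence read after 20 min.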
Menin MLL FP TR: menin-MLL binding inhibition, Texas Red mutant peptide; Potency, µM (top dose mostly 61.6 µM), without a hit: at the highest dose FP activity change, negative = inhibition, usual class: inhibitors; Menin + Texas Red MLL mutant peptide, fluorescence polarization; AID 1768; hit rate 0.23% among 270,000; active = well fitted inhibition curve with a large enough effect in the polarisation, with a control signal flat, not every such curve was filed as active; inconclusive = small, poorly fitted or top-dose-only effect, or effect the other way, or a change in a side signal; inactive = no such curve, though single readings can be large or run the other way; the % refers to the polarisation; note: potency is the fitted concentration of half-maximal effect; % of control where 0% means no effect; many of its hits are not listed in these tables
Tb PFK inh: blocks T. brucei phosphofructokinase; O15648; T. brucei PFK, ADP-Glo luminescence; Potency, µM (titrated, usually from 57.5 µM), for the others: at the highest dose activity, negative = inhibition, most hits filed as inhibitors; hit rate 0.17% among 330,000; AID 485367;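 note: potency is the fitted concentration of half-maximal effect; 0% = uninhibited 1x PFK enzyme wells and -100% = no-enzyme wells; nearly all actives have a fitted effect of over 60% in size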
Target sequence (O15648 whole entry, looked up): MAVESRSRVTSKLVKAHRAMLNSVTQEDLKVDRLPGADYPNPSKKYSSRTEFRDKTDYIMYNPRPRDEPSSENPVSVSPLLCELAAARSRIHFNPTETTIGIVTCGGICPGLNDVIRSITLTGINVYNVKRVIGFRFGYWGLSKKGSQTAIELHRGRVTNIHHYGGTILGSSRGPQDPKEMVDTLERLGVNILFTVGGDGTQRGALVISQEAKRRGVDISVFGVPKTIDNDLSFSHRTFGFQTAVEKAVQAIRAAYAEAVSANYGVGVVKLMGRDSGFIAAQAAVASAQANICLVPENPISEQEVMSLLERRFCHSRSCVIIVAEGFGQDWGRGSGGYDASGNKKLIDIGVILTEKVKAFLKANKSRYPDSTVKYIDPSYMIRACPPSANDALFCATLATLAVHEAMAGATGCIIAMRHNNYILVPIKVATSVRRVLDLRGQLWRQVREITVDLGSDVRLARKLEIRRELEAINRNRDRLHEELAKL
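Luminescent ADP detection (ADP-Glo, two-step: ATP depletion then ADP-to-ATP conversion for luciferase) reported PFK activity after 45 min room-temperature reaction of 1.25 nM enzyme with 0.5 mM F6P and 0.1 mM ATP at pH 8.0.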
* hit, by the source's call; ? = inconclusive; / = no result given; [ ] = dose if it differs, or a comment. Unless noted, calls come from the whole dose curve; as a rule, active = well fitted curve in the direction sought with a large enough effect; inconclusive = small, poorly fitted or top-dose-only effect, or another doubt; inactive = no such curve, though single readings can be large; an effect the other way counts as inactive or inconclusive.

Every second line gives: GALK inh, TSG101-PTAP inh, B2AR arrestin, BCR signal inh, a7 integrin act, Giardia killer, PKM2 act, S-ASM inh, FBPA coupling cs, Menin MLL FP TR, Tb PFK inh
> CCOC(=O)[C@@H]1[C@H]2COc3cc(OC)ccc3[C@@H]2N2C(=O)N(c3ccc(Cl)cc3)C(=O)[C@@]12C
→ /, -4.1%, 0.6%, ?, 1.5%, -2.1, -3.4%, 1.6%, -0.9, 18.9%, -4.5%
> COc1ccc(C2CN=NC23CCCc2ccccc2C3=O)cc1 (stereo unspecified)
→ -1.7%, -1.1%, 0.3%, ?, -20.8%, -5.0, 7.4%, -9.5%, 0.3, -1.4%, 6.1%[0.46 µM]
> COc1ccc(C(=O)Nc2cc3c(cc2C#N)OCO3)cc1S(=O)(=O)NCc1ccco1
→ 3.5%, -3.6%, -0.1%, ?, -4.0%, -9.5, -7.2%, 1.6%, 2.3, -3.4%, 1.2%
> CC1=C(C(=O)c2ccccc2)C(c2cn(-c3ccccc3)nc2-c2ccc(Cl)cc2)NC(=S)N1 (stereo unspecified)
→ -2.4%, -3.9%, 0.0%, ?, 9.3%, 4.1, -2.9%, -14.7%, -0.7, -24.0%, 7.0%
> Cc1ccc(S(=O)(=O)n2nnc3ccccc32)c(C)c1C
→ -2.4%, -7.8%, -0.8%, ?, 10.7%, -6.9, -2.7%, 6.7%, 0.6, -0.7%, 0.3%
> COc1ccc(C(=O)N2CCN(Cc3cc(OC)ccc3OC)CC2)cc1
→ 3.9%, -5.8%, 0.0%, -4.0%, 0.0%, 12.8, 1.2%[11.5 µM], 0.7%, -0.4, -26.5%, -0.9%
> Cc1cc(Nc2ccccc2)n(C(=O)c2ccc(Cl)cc2)n1
→ -1.2%, -6.3%, -0.5%, 13.0%, 22.2%, 11.5, -3.8%, -28.2%, 0.2, 12.1%, -1.7%
> N/C(=N\OC(=O)c1ccccc1)c1cccnc1
→ 4.6%, -4.2%, 0.5%, -18.9%, 15.9%, 12.4, -17.2%, -4.3%, -0.5, -4.7%, -0.2%
> O=C(c1ccc(CN2CCc3ccccc3C2)cc1)N1CCCCC1
→ 6.6%, -5.9%, -0.3%, -0.4%, -16.7%, 6.0, 1.6%, 2.4%, -0.1, -9.1%, -4.3%
> CCN(CC)c1ccc(/C=C2\SC(=O)N(C(C)C)C2=O)o1
→ -4.0%, ?, -0.7%, ?, -38.9%, -7.0, 12.6µM*, 0.4%, -24.9, /, -19.1%
> CCCCc1ccc(NC(=O)N[C@@H](CC(C)C)C(=O)O)cc1
→ -2.7%, -5.2%, 0.3%, 18.5%, -3.0%, -7.4, 4.6%, 1.9%, 27.6, /, -0.3%
> CC1=CC(C)(C)Nc2ccc(OC(=O)CN3C(=O)C4CCCCC4C3=O)cc21 (stereo unspecified)
→ -2.8%, 2.5%, 0.8%, ?, -21.1%, 5.4, 2.7%, 44.0%[activator], -6.7, /, -0.5%
> CCN(CC)S(=O)(=O)c1cccc(NC(=O)c2cc(=O)[nH]c3ccccc23)c1
→ -0.8%, -5.6%, -0.3%, -9.1%, 6.1%, 3.7, 1.2%, -0.3%, -0.1, -9.1%, 20.5%
> COc1ccccc1NC(=O)c1cc2cc(Br)ccc2oc1=N
→ 0.9%, -3.4%, -0.7%, ?, ?, 11.9, /, -7.9%, -3.0, -20.0%, 1.6%
> Cc1ccc(F)c(NC(=O)c2ccc(Cn3cc(Cl)cn3)cc2)c1
→ 1.7%, -8.3%, -0.2%, ?, 15.9%, -0.7, -4.0%, -5.9%, 0.5, 5.2%, -9.8%
> COc1ccc(NS(=O)(=O)c2ccc(NS(=O)(=O)c3ccc(C)cc3)cc2)nn1
→ -0.6%, -6.0%, -0.3%, -2.1%, -5.1%, 5.2, -10.9%, -1.9%, 13.8, 1.2%, 0.0%
> CC12CCC(C/C1=N/OC(=O)c1cccc([N+](=O)[O-])c1)C2(C)C (stereo unspecified)
→ -1.0%, -1.3%, -0.1%, 8.9%, 32.4%, 4.1, -0.5%, -1.6%, 0.3, -1.1%, -8.4%
> O=C(NCCN1CCCCC1)Nc1ccccc1
→ -2.3%, -6.0%, -0.5%, 18.9%, -3.6%, 0.7, 11.1%, 2.5%, 4.3, 0.2%, ?
> COc1ccc(C(=O)C[n+]2ccc3c(c2)nc(-c2cc(OC)c(OC)cc2OC)n3C)cc1
→ 1.7%, -1.1%, 0.1%, 3.3%, 15.6%, 3.8, 1.2%, 0.4%, -1.1, -2.8%, 0.5%
> CC(NC(=O)CN1C(=O)NC2(CCCCCCC2)C1=O)c1ccccc1 (stereo unspecified)
→ /, 3.0%, 0.0%, 0.6%, 4.7%, -8.0, /, -0.1%, /, /, -14.4%
> O=S(=O)(c1cccs1)N1CCN(CCOc2ccccc2)CC1
→ /, -7.4%, -0.4%, -4.1%, -14.2%, -8.0, /, -1.2%, /, /, 0.6%
> CCOC(=O)COc1nc(Nc2ccccc2C)nc(N(C)C)n1
→ 1.7%, -0.2%, 4.9%, -0.5%, 11.6%, -9.3, -5.8%, 0.1%, 3.9, ?, -0.4%
> CC(C)(C)N(Cc1ccccc1)C(=O)COC(=O)CN1C(=O)C2CC=CCC2C1=O (stereo unspecified)
→ -5.6%, 0.0%, -0.3%, 6.9%, 6.6%, -7.7, 0.4%, 1.9%, /, /, 6.5%
> COc1ccc(C)cc1NC(=O)c1ccc(CN2CCN(c3ccccc3)CC2)cc1
→ 2.2%, -3.6%, 0.3%, 5.7%, -16.9%, 1.3, -2.1%, 1.8%, -1.7, -1.8%, -3.7%
> CCOC(=O)C1=C(C)NC(=O)CC1c1cc2c(cc1[N+](=O)[O-])OCO2 (stereo unspecified)
→ -0.6%, 2.1%, 0.2%, 5.6%, -14.1%, -0.4, 25.2%, -2.5%, -53.0*, ?, -17.5%
> COC(=O)c1ccc(COc2ccc(/C=N/N3CCN(C)CC3)cc2)cc1
→ 11.5%, -1.5%, -0.4%, 7.5%, 3.0%, -14.5, ?, -2.3%, 0.6, -18.0%, 0.7%
> CC(c1ccccc1)N1CCc2[nH]c(=S)[nH]c(=O)c2C1 (stereo unspecified)
→ 0.7%, -0.9%, 0.3%, 12.9%, -23.7%, 18.3, 8.5%, -1.4%, 0.9, 0.7%, -6.3%
> COC(=O)c1ccc(/C=N/Nc2nc(-c3ccccc3)cs2)cc1
→ 2.3%, -9.8%, -0.2%, ?, -4.8%, 2.3, 2.9%, 18.5%, 1.1, ?, 9.2%
> c1ccc2oc(-c3ccc(Nc4nc(N5CCCCC5)nc(N5CCOCC5)n4)cc3)nc2c1
→ -1.6%, /, 0.1%, -0.5%, /, /, -1.0%, /, 1.6, -25.7%, -3.5%
> Cc1noc(/C=C/N(C)C)c1S(=O)(=O)N(C)CC(=O)NC1CCCCC1
→ 0.0%, -0.8%, -0.5%, ?, 10.5%, 11.1, 5.4%, 3.4%, -1.5, 11.7%, -0.4%

(continued)
Every second line gives: GALK inh, TSG101-PTAP inh, B2AR arrestin, BCR signal inh, a7 integrin act, Giardia killer, PKM2 act, S-ASM inh, FBPA coupling cs, Menin MLL FP TR, Tb PFK inh
> CCOc1ccc(C(=O)Nc2nnn(CC)n2)cc1
→ 2.4%, -8.2%, -0.4%, 4.8%, -10.2%, -26.1, -13.4%, 1.7%, 3.5, 3.5%, 2.2%
> CCNS(=O)(=O)c1ccc(OC)c(C)c1
→ -1.0%, -1.5%, -0.3%, -15.6%, 17.2%, 10.4, 2.5%, -2.8%, 5.0, -6.1%, -3.2%
> CCc1nc(SCC(=O)c2ccc3c(c2)OCCO3)c2ccccc2n1
→ -3.0%, -7.0%, -0.6%, 9.1%, -43.3%, 7.7, 0.0%, -2.4%, -0.9, -7.8%, -4.1%
> O=C(NCC(c1ccco1)N1CCCCC1)c1cc2c(s1)CCCC2 (stereo unspecified)
→ /, -7.6%, 0.0%, 5.6%, -3.7%, 29.6, /, 15.3%, /, /, 12.8%
> CCN(Cc1ccncc1)C(=O)c1ccc(C)o1
→ 6.7%, -6.5%, -0.3%, ?, -33.9%, 13.0, -3.4%, 5.9%, /, /, -1.9%
> Cc1ccc([N+](=O)[O-])cc1S(=O)(=O)Nc1ccc(-c2ccc(N3CCOCC3)nn2)cc1
→ /, -1.9%, -0.1%, ?, 8.0%, -8.1, /, -9.7%, /, /, -1.5%

Screening data from PubChem BioAssay.

The list is partial; count on the stated rates, not on these rows.
